Screens deposited in PubChem BioAssay by several laboratories.
CHRM1 PAM – positive allosteric modulators of human M1 muscarinic receptor | CHO-K1 hM1, Fluo-8 calcium fluorescence, ACh EC20; 0% = ACh EC20, 100% = maximal ACh | activation, % at 3 µM | 0.088% of 360,000 active | AID 588819; in the data active = activation above about 19%, passing the limit was not always enough
CHRM4 antagonist – antagonists of human muscarinic M4 receptor (CHRM4) | 0.73% of 360,000 active | AID 624125 | inhibition, % at 3 µM | P08173 | CHO-hM4 cells, ACh EC80, Fluo-8 calcium fluorescence;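 active = inhibition above its plate's cutoff, the mean inhibition of sample wells plus 3 SD, cut at about 27% in these data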;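 also: 0% = acetylcholine EC80 with DMSO and 100% = DMSO without agonist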
Target sequence (P08173 whole entry, looked up): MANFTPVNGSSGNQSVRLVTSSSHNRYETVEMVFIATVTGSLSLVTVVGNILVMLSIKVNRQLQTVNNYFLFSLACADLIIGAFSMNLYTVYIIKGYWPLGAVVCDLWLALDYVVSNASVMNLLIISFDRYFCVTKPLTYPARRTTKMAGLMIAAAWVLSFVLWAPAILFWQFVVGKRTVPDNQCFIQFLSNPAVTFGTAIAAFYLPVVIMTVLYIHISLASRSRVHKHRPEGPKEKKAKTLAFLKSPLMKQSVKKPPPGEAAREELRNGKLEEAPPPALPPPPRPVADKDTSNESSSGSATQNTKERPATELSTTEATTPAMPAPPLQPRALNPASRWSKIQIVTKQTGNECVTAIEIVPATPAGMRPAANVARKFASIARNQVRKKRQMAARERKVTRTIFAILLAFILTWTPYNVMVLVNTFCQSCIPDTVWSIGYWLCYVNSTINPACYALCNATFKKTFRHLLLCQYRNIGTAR
M4 PAM – positive allosteric modulators of human muscarinic M4 receptor; CHO-K1 hM4/Gqi5, Fluo-8 calcium fluorescence, ACh EC20; 0% = ACh EC20, 100% = maximal ACh; 0.4% of 360,000 active; AID 624126; activation, % at 3 µM; P08173;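 active = activation above its plate's cutoff, the mean activation of sample wells plus 3 SD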; also: some results filed as inactive read as strong as hits
M5 ag – agonists of human muscarinic M5 receptor (CHRM5); 0.19% of 360,000 active; activation, % at 3 µM; AID 624037; CHO-K1 hM5 cells, Fluo-8 calcium fluorescence; 0% DMSO wells, 100% maximal acetylcholine response; P08912;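 active = activation above the run's mean over test compounds plus 3 SD, cut at about 23% in these data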;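 also: signal is peak over basal fluorescence ratio across the kinetic read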
Target sequence (P08912 whole entry, looked up): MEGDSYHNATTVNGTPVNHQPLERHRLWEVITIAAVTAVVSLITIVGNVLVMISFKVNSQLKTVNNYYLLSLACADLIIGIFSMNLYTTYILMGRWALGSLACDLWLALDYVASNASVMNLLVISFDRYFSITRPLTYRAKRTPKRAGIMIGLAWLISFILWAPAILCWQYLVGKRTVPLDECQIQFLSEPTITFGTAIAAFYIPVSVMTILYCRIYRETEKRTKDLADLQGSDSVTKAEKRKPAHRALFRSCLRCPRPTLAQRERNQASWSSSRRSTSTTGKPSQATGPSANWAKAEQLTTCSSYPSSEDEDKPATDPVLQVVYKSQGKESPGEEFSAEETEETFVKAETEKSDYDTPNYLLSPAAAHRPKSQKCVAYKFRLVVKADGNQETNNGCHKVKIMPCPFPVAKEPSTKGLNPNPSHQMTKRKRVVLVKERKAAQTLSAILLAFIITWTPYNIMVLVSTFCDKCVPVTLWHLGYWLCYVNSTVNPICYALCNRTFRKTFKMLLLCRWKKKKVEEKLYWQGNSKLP
CHRM5 antagonist – blocks acetylcholine activation of human M5 receptor. P08912. CHO-hM5 cells, Fluo-8 calcium fluorescence, ACh EC80. inhibition, % at 3 µM. 0.59% of 360,000 active. AID 624040;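 active = inhibition above a per-plate cutoff, the mean of that plate's test compounds plus 3 SD, cut at about 27% in these data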;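 also: 0% = acetylcholine EC80 with DMSO and 100% = DMSO without agonist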
CRFR2-BP antag – antagonists of CRF-binding protein/CRF-R2 receptor complex; HEK293 CRF-R2/CRF-BP, CRF-induced calcium fluorescence; inhibition, % at 11.8 µM; 0.59% of 350,000 active;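 active = inhibition of the ligand-induced calcium signal above about 50% at the single tested concentration, limit read from the data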
M4 ag – CHRM4 agonism in calcium assay. P08173. CHO-K1 hM4/Gqi5, Fluo-8 calcium fluorescence; vehicle 0%, full acetylcholine response 100%. activation, % at 3 µM. 0.14% of 360,000 active. AID 624127;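 active = activation above the run mean over all test wells plus 3 SD, cut at about 32% in these data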;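 also: peak over basal fluorescence ratio per well then scaled between controls; 0% = DMSO wells and 100% = acetylcholine at EC100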
CHRM5 PAM – potentiates acetylcholine response at human M5 receptor | activation, % at 3 µM | 0.3% of 360,000 active | CHO-K1 hM5, Fluo-8 calcium, ACh EC20 PAM; 0% = ACh EC20, 100% = ACh EC100 | P08912;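 active = activation above the run cutoff, the mean activation of all test compounds plus 3 SD, cut at about 18% in these data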
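Test system: CHO-K1 hM5 cells / Doses: single-point, 3 µM nominal / Times: Post-acetylcholine fluorescence recording 140 s / Technique: Fluo-8 calcium fluorescence / Measure: Max/basal fluorescence ratio as % of EC20–EC100 ACh window / Benchmarks: low control EC20 acetylcholine (0%), high control EC100 acetylcholine (100%) / Replicates: one well per compound, no replicates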
CRFBP-R2 agonist – CRF-BP/CRF-R2 complex agonism; HEK293 CRF-R2/CRF-BP, calcium dye fluorescence (FLIPR); percent of saturating CRF peptide response; activation, % at 13.2 µM; 0.46% of 350,000 active;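 active = activation of at least 50%, plus an integration ratio under a set limit after plate pattern correction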;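 also: plate controls were neutral control wells without compound for no effect and CRF at EC100 for full effect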
Numbers without * were called inactive; x = not tested or not shown. Hits appear at their usual frequency; overall some 2.6% were active at least once.

CHRM1 PAM,CHRM4 antagonist,M4 PAM,M5 ag,SMILES,CHRM5 antagonist,CRFR2-BP antag,M4 ag,CHRM5 PAM,CRFBP-R2 agonist
5,-1,3,1,O=C(O)c1ccc(OCCOc2ccccc2)cc1,-2,7,0,10,-2.6
-35,19,-13,-5,COc1ccc(-n2c(-c3cccc(OC)c3)nc(=S)c3c2CCCC3)cc1,12,2,0,-19,0.5
-9,-2,2,-3,Cc1ccc2[nH]c(=O)c(CN(c3cccc(C)c3C)S(=O)(=O)c3ccccc3)cc2c1,12,2,1,-4,0.4
-1,2,9,5,O=C(OCc1nnc(-c2ccccc2Br)o1)c1ccco1,6,0,0,-6,0.1
6,-5,-8,-3,CCOC(=O)c1cc2c(ccn2-c2ccc(F)cc2)n1CC(=O)N(CC)CC,-11,0,0,-4,1.0
8,-10,-1,0,COc1ccc(-c2csc3ncnc(N4CCN(c5ccccc5)CC4)c23)cc1,6,0,0,5,-1.4
3,-15,6,4,CNc1nc(NC)c2cn[nH]c2n1,-2,7,1,0,-1.4
13,-3,13,3,CC(C)CCC(C)NC(=O)CN1C(=O)NC(C)(c2ccc3ccccc3c2)C1=O (stereo not given),-1,-4,3,-4,0.4
5,-4,4,-4,O=C1C(=O)N(Cc2cccnc2)C(c2ccc(Br)cc2)/C1=C(\O)c1ccc2c(c1)OCCO2 (stereo not given),4,-14,1,-2,1.5
9,0,-3,1,COC(=O)C1CCN(CC(=O)NC(=O)NC2CCCCC2)CC1,3,-17,1,-3,1.7
6,-2,-2,1,Cc1ccc(-c2nn3c(C)nnc3s2)cc1NC(=O)c1ccco1,-1,10,1,-1,-0.8
-2,-2,-4,-6,CCOC(=O)Cn1c(=N)n(CCOc2cccc(C)c2)c2ccccc21,18,-20,3,-7,2.0
-3,0,-5,0,O=C1CC(SC(=Nc2ccccc2)Nc2ccccc2)C(=O)N1c1ccc(Cl)c(Cl)c1 (stereo not given),-3,-25,1,1,9.2
7,-13,7,0,COc1ccccc1N(C)S(=O)(=O)c1ccc(C(=O)Nc2nnc(C)s2)cc1,2,-11,1,-3,0.2
6,8,-4,-1,O=c1c2ccccc2[nH]c(=S)n1Cc1ccc2c(c1)OCO2,5,-1,1,0,0.1
12,-3,5,-3,CSCCC(NC(=O)/C(=C/c1ccc(F)cc1)NC(C)=O)C(=O)O (stereo not given),23,-8,7,-9,-2.3
13,-11,5,-3,CCOc1ccc(/C=N/NC(=O)C(O)c2ccccc2)c(O)c1 (stereo not given),-2,-2,1,1,-1.0
7,2,17,-1,O=C(O)c1cc(NCc2ccccc2C(F)(F)F)ccc1N1CCOCC1,3,0,1,-2,-1.6
6,3,-3,-4,COc1ccc2c(c1)OC/C(=C/c1cccs1)C2=O,0,-7,-1,-3,-2.4
13,-7,20,1,CC(=O)C1=C(C)N2CCN=C2S1,-4,3,1,14,-1.1
3,-2,0,0,CCc1nnc(NC(=O)CSc2ncc(-c3ccccc3)n2C)s1,2,-15,1,-3,-1.3
6,5,-2,1,O=C(Nc1nccs1)c1ccc(Cl)cc1[N+](=O)[O-],-3,8,2,7,4.1
7,-24,0,-4,CCC1=NN2C(=N)/C(=C\c3cccn3-c3ccc(C)cc3C)C(=O)N=C2S1,-2,13,2,-5,-1.9
8,-4,1,-2,COc1ccc(OC(F)(F)F)cc1CC1(C)C(=O)Nc2c(Cl)ccc(Cl)c21 (stereo not given),0,x,-1,-4,x
3,0,-2,0,COc1ccc(N2C(=O)CC(Sc3nc(C)c4c(n3)CCCC4)C2=O)cc1 (stereo not given),6,37,3,-2,-1.5
9,5,7,0,O=C(COC(=O)c1cc(S(=O)(=O)N2CCOCC2)c(Cl)cc1Cl)Nc1ncc(C(F)(F)F)cc1Cl,-6,7,-1,7,0.5
-4,-10,-7,1,COc1ccc2cc3cc(C(=O)NCCc4ccc(OC)c(OC)c4)oc3nc2c1,15,1,16,-18,-1.3
-2,1,-2,-2,COCc1cc(C)nc(OCC(=O)N/N=C/c2ccc(OC)c(O)c2)c1C#N,-1,2,0,2,-1.1
11,-7,2,-4,Cc1ccc(S(=O)(=O)N(C)C)cc1NC(=O)C(C)OC(=O)C1CCCC1 (stereo not given),-2,6,0,7,-0.8
2,-5,5,-3,CCN(CC)Cc1cc(O)c(CN(CC)CC)cc1O,4,-7,3,-9,8.3
6,-5,-3,1,O=C(O)CSc1ccc(NC(=O)Nc2ccccc2F)cc1,-6,-17,1,0,0.7
-2,-7,-3,3,S=c1[nH]cc(Oc2ccc(Cl)cc2Cl)c(=S)[nH]1,3,5,5,-3,-0.9
10,-18,13,1,CCn1nc(C(=O)OCC(=O)N(CC(C)C)c2c(N)n(Cc3ccccc3)c(=O)[nH]c2=O)c2ccccc2c1=O,6,-15,0,-1,1.1
0,2,-3,-1,COC(=O)c1ccc(SCc2cnc(Cl)s2)cc1,-4,34,0,-1,-2.1
2,-11,7,-10,CN(C)CCCn1c(=S)[nH]c2ccccc2c1=O,-18,-6,0,8,-1.9
6,-14,8,3,CSCCCNC(=O)c1ccc(OC2CCN(C(=O)c3cccnc3)CC2)cc1,-1,0,0,5,-1.5

Six neighbouring entries from above:
CHRM1 PAM,CHRM4 antagonist,M4 PAM,M5 ag,SMILES,CHRM5 antagonist,CRFR2-BP antag,M4 ag,CHRM5 PAM,CRFBP-R2 agonist
3,0,-2,0,COc1ccc(N2C(=O)CC(Sc3nc(C)c4c(n3)CCCC4)C2=O)cc1 (stereo not given),6,37,3,-2,-1.5
9,5,7,0,O=C(COC(=O)c1cc(S(=O)(=O)N2CCOCC2)c(Cl)cc1Cl)Nc1ncc(C(F)(F)F)cc1Cl,-6,7,-1,7,0.5
-4,-10,-7,1,COc1ccc2cc3cc(C(=O)NCCc4ccc(OC)c(OC)c4)oc3nc2c1,15,1,16,-18,-1.3
-2,1,-2,-2,COCc1cc(C)nc(OCC(=O)N/N=C/c2ccc(OC)c(O)c2)c1C#N,-1,2,0,2,-1.1
11,-7,2,-4,Cc1ccc(S(=O)(=O)N(C)C)cc1NC(=O)C(C)OC(=O)C1CCCC1 (stereo not given),-2,6,0,7,-0.8
2,-5,5,-3,CCN(CC)Cc1cc(O)c(CN(CC)CC)cc1O,4,-7,3,-9,8.3

Further entries
CHRM1 PAM,CHRM4 antagonist,M4 PAM,M5 ag,SMILES,CHRM5 antagonist,CRFR2-BP antag,M4 ag,CHRM5 PAM,CRFBP-R2 agonist
9,-2,5,1,CCC(=O)Nc1ccc(OCc2nc3ccccc3s2)cc1,4,6,5,4,-1.1
3,-11,1,1,C[C@@H]1C=C[C@](Cc2ccccc2)(C(=O)NCC2CC2)N1C(=O)c1ccccc1,-2,11,1,10,-3.2
-2,-8,10,-10,COc1cccc(OCC(O)CN2C(C)CCCC2C)c1 (stereo not given),-10,-23,0,4,2.2
1,8,0,2,O=C(Nc1ccc(NC(=S)NC(=O)c2ccco2)cc1)c1ccccc1,5,-17,12,-3,2.0
-1,10,1,-3,COc1ccc(OCCN(C)Cc2ccccc2)cc1,1,-11,0,-1,-0.6
-4,9,-8,-3,COCCCn1c(SCC(=O)Nc2nnc(C)s2)nnc1-c1ccoc1C,14,-17,8,-30,-1.2
3,-2,6,-9,CCOc1cc(-c2noc(-c3cccnc3)n2)ccc1OC,1,12,0,7,-1.7
0,1,0,0,C[C@@H]1O[C@@H](O[C@H]2[C@H](Oc3cc(O)c4c(c3)O[C@H](c3ccc(O)cc3)CC4=O)O[C@H](CO)[C@@H](O)[C@@H]2O)[C@H](O)[C@H](O)[C@H]1O,7,-7,0,-8,1.0
10,-5,1,0,CCNc1nc(N)nc(Oc2ccc(C(=O)OC)cc2)n1,-1,4,0,2,-1.6
8,-8,-9,-2,CCc1ccccc1-n1nnnc1-c1cnccc1C(F)(F)F,6,-1,-1,1,-1.0
19,-10,9,-1,CCCNC(=O)c1ccc(Cn2cc(-c3ccc(OC)cc3)nc2C(C)N)cc1 (stereo not given),11,-9,1,4,1.0
11,-3,1,-1,Cc1cc(C(=O)CSc2nc3ccccc3n2C)c(C)n1C,0,5,3,0,-2.1
4,-13,-1,-4,C[C@H]1CN=C(Nc2ccccc2)N1CCC1CCCC1,5,1,1,0,-1.5
5,-6,0,4,O=C1CCN(Cc2ccco2)C(=S)N1,0,16,1,15,-3.3
-3,8,-2,-4,O=C(Cc1ccc([N+](=O)[O-])cc1)Nc1ccc(Br)cn1,5,27,0,-8,-1.3
4,2,2,-1,CC(=O)Nc1ccc(CN(C)c2c(C)nc3ccc(C(=O)N(C)Cc4ccccc4)cn23)cc1,-3,x,2,3,x
0,-12,4,0,CC(N)c1csc(Nc2ncccn2)n1 (stereo not given),2,x,1,0,x
7,5,3,0,CC1CCN(C(=O)COC(=O)C23CC4CC(CC(O)(C4)C2)C3)CC1,4,2,0,-2,1.2
-8,9,-5,0,CCOC(=O)CNc1c(-c2ccc(OC)cc2)nc2ccc(Cl)cn12,6,-4,16,-7,-0.4
8,-8,2,-2,CC(CCc1ccccc1)NC(=O)c1nnc(Cc2ccc(F)cc2)o1 (stereo not given),-2,23,1,3,-8.2
-26,11,-11,-10,O=C(CSc1c2c(nc3ccc(Cl)cc13)CCCC2)NCCCN1CCOCC1,21,6,1,-19,0.5
-1,-8,8,-1,COc1ccc(NC(=O)CSc2nnc(-c3cc(C)[nH]n3)n2N)cc1OC,-6,3,2,0,-0.4
7,-4,-2,-3,COCC(=O)N(C)c1nnc(-c2cnccn2)s1,-5,12,0,3,-1.1
x,-2,-1,-2,C[C@H](c1ccccc1)N1C[C@H](COCc2ccccc2)Oc2cc(N3CCC[C@@H]3CO)ccc2S1(=O)=O,14,x,3,-11,x
-5,-2,0,-2,O=C(NN=C1CCCCCC1)c1cccnc1,-4,4,2,1,0.6
7,0,15,2,COCCNC(=O)c1cccc(Nc2nc(-c3ccccc3)c3cc(Cl)ccc3n2)c1,13,-29,2,-5,3.3
1,-9,3,2,CC(C)C[C@H](NC(=O)N1CC(=O)Nc2ccccc21)C(=O)N[C@H](Cc1ccccc1)C(=O)O,3,3,1,-3,-1.0
-2,-6,6,-9,O=C(Nc1ccccc1SCC1CSc2nc3ccccc3c(=O)n21)c1ccccc1Cl (stereo not given),0,20,3,-2,-0.3
-3,-9,1,2,N#C/C(=C(/O)c1ccc(Br)s1)c1nc2ccccc2[nH]1,2,24,1,-3,1.3
-29,37*,-14,-22,CN(Cc1ccccc1O)CC1CCCN(CCc2ccc(Cl)cc2)C1 (stereo not given),6,-1,3,-28,0.2
3,4,0,-1,COc1ccc(-n2nnc3c(=O)n(Cc4ccccc4C)cnc32)cc1,4,-9,0,2,-0.9
9,4,-2,-1,O=C(NNC(=O)C1CCCO1)c1ccc(Cl)cc1 (stereo not given),2,-6,1,-5,-1.6
-14,24,-12,-15,CN1CCN(C2Cc3ccc(F)cc3Sc3cc(F)c(Cl)cc32)CC1 (stereo not given),10,-6,10,-20,3.4
2,-1,3,-3,N#Cc1cnn2c(C(F)(F)F)c3c(nc12)CCCC3,1,-1,0,6,2.0
2,7,3,4,CCN1CCC(O)(/C=C/c2ccc(C)cc2)C(C(=O)/C=C/c2ccc(C)cc2)C1 (stereo not given),6,-38,3,11,3.2
-8,-8,-4,-3,COc1ccc(NC(=O)c2cc(S(=O)(=O)NCC3COc4ccccc4O3)ccc2F)cc1 (stereo not given),6,14,9,-11,0.1
13,-9,5,-1,COc1ccc(CCNC(=O)CS(=O)(=O)Cc2nc(-c3ccccc3Cl)oc2C)cc1OC,-6,9,2,0,-0.2
